DAX1 inh-1: DAX1 (NR0B1) inhibitors, primary screen, cell-based, HEK293, Gal4-DAX1, luciferase luminescence. Nuclear receptor subfamily 0 group B member 1 (Homo sapiens), P51843. HEK293 Gal4-DAX1 luciferase reporter. inhibition, % at 6.75 µM. 340,000 tested, 0.99% active. AID 504766, 2011;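 active = inhibition above the mean over all tested compounds plus 3 SD, cut at about 4.2% in these data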;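 also: 0% = DAX1-transfected cells with DMSO and 100% = empty-vector control cells with DMSO; inhibition shows as a rise in luminescence from relieved DAX1 repression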
DAX1 inh-2: DAX1 (NR0B1) inhibitors on StAR promoter, primary screen, cell-based, luminescence, SF-1 (NR5A1), full-length DAX-1 | AID 652010, 2013 | inhibition, % at 6.8 µM | HEK293T StAR-luciferase reporter, SF-1/DAX-1 repression relief | 370,000 tested, 1.1% active;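 active = inhibition above the mean over all tested compounds plus 3 SD, cut at about 3.6% in these data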;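 also: 0% = DAX-1 cells with DMSO and 100% = cells lacking DAX-1 with DMSO; higher inhibition means more luminescence from relief of DAX-1 repression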
GC-B act: human GC-B receptor activators, primary screen, HEK293 GC-B cells, cGMP TR-FRET, EC30 CNP. 370,000 tested, 0.11% active. AID 1920062, 2024. activation, % at 10 µM. Atrial natriuretic peptide receptor 2 (Homo sapiens), P20594. 0% at EC30 CNP, 100% saturating CNP;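 active = activation at 10 µM reaching about 35% in either raw or pattern-adjusted values, limit read from the data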
HGIII-sPLA2 inh: human group III sPLA2 inhibitors, primary screen, biochemical, QFRET, BODIPY PC-A2 liposome substrate; QFRET BODIPY PC-A2 liposome hydrolysis, fluorescence; 370,000 tested, 0.56% active; inhibition, % at 12.2 µM; AID 743126, 2013;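 active = inhibition above mean plus 3 SD of compounds lying within the high and low control bounds, cut at about 19% in these data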;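 also: 0% = median of test compound wells and 100% = no enzyme DMSO wells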
FXN GAA850 act: FXN promoter activators, primary screen, cell-based, luciferase luminescence, HEK293 lucGAA850; HEK293 lucGAA850 FXN promoter luciferase reporter, 24 h; percent of 10 µM SAHA response; activation, % at 6 µM; 360,000 tested, 0.56% active; AID 540364, 2011;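 active = activation above the average of all compounds screened plus 3 SD, cutoff fixed separately per campaign, cut at about 7.5% in these data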;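 also: 0% = DMSO wells and 100% = 10 µM SAHA wells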
hgDAF12 agonist: H. glycines DAF-12 receptor agonists, primary screen, cell-based, luminescence, HEK293, GAL4 fusion, UAS-luciferase; Nuclear hormone receptor DAF-12 (Heterodera glycines), GAL4 fusion; HEK293 GAL4-hgDAF12 UAS-luciferase reporter, agonist luminescence; normalized to butyrate control; activation, % at 6.8 µM; 370,000 tested, 1.8% active; AID 687014, 2013;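 active = activation above a cutoff set at the mean of all screened compounds plus 3 SD, cut at about 10% in these data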;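 also: 0% = DMSO wells and 100% = sodium butyrate wells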
KLK7 zymogen act: proKLK7 zymogen activators, primary screen, biochemical, fluorescence intensity. 370,000 tested, 0.9% active. purified proKLK7, EDANS-DABCYL substrate fluorescence; 100% is mature enzyme control, 0% vehicle. activation, % at 7 µM. Kallikrein-7 (Homo sapiens), P49862;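 active = activation above the mean of all tested compounds plus 3 SD, computed per campaign excluding outliers beyond control limits, cut at about 13% in these data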
SMARCA2 act: SMARCA2 (BRM) function activators, primary screen, cell-based, luminescence, high throughput. MG213 cells, MMTV-luciferase reporter, dexamethasone, overnight. activation, % at 9.1 µM. 370,000 tested, 1% active. AID 652017, 2013; in the data active = activation above about 7.8%;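 also: 0% = vehicle wells and 100% = reference activator wells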
hcDAF-12 act: H. contortus DAF-12 nuclear receptor activators, primary screen, cell-based, luminescence, HEK293, lit1-tk-luc reporter; 370,000 tested, 1.4% active; HEK293 hcDAF-12 lit1-tk-luc reporter; 0% DMSO, 100% Δ7-dafachronic acid; activation, % at 6.8 µM;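 active = activation above the mean of all tested compounds plus 3 SD, cut at about 5.5% in these data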;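 also: 100% = response to 3 µM Δ7-dafachronic acid high control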
NPR1 activator: GC-A stimulated cGMP production enhancers – HEK293 GC-A cells, cGMP TR-FRET, EC30 ANP, primary screen; Atrial natriuretic peptide receptor 1 (Homo sapiens), P16066; 0% at EC30 ANP, 100% saturating ANP; activation, % at 10 µM; 370,000 tested, 0.14% active; in the data active = activation above about 40%
Target sequence (P16066 whole entry, looked up): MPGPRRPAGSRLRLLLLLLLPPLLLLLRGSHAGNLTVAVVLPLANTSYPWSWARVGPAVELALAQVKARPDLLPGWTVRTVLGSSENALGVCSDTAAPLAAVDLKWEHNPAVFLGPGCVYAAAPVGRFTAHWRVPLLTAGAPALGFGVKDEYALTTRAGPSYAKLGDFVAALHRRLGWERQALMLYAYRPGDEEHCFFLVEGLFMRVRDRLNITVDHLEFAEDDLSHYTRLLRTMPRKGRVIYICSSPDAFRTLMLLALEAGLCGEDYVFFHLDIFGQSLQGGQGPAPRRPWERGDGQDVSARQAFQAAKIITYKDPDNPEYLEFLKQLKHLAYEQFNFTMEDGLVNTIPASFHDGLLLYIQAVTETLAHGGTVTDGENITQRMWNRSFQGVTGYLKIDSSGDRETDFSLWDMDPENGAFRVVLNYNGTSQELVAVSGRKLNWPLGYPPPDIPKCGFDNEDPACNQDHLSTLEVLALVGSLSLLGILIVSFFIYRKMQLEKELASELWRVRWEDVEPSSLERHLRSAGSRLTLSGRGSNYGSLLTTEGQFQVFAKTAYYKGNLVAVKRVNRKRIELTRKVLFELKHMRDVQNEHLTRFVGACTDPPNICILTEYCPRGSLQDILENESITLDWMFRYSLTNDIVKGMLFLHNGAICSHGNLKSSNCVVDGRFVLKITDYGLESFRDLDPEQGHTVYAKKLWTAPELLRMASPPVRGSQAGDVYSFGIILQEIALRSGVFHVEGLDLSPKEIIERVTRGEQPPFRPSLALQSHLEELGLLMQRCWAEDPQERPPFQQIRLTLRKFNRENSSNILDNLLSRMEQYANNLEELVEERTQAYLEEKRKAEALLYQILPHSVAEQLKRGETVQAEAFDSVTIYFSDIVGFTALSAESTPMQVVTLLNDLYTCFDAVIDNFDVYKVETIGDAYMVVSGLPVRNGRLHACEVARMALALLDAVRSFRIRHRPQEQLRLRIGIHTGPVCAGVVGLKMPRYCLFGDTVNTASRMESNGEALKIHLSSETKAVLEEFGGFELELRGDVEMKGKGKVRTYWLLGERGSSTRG
ssDAF-12 act: S. stercoralis DAF-12 nuclear receptor activators, primary screen, cell-based, luminescence, HEK293, GRIP1 co-expression, lit1-tk-luc; HEK293 ssDAF-12/GRIP1 lit1-tk-luc reporter; % of 3 µM dafachronic acid response; activation, % at 6.8 µM; 370,000 tested, 1% active;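 active = activation above the mean over all tested compounds plus 3 SD, cut at about 0.9% in these data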;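 also: 0% = DMSO-only wells and 100% = 3 µM delta7-dafachronic acid wells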
Numbers without * were called inactive; . = not tested or not shown. Rows were taken by chance (roughly 6.7% active in at least one column).

A first look (3 entries):
SMILES | DAX1 inh-1 | DAX1 inh-2 | GC-B act | HGIII-sPLA2 inh | FXN GAA850 act | hgDAF12 agonist | KLK7 zymogen act | SMARCA2 act | hcDAF-12 act | NPR1 activator | ssDAF-12 act
CNCCc1ccccn1 | 0.8 | -0.6 | 4 | 3 | -0.6 | -2.0 | 0.1 | -4 | -0.6 | 2 | -0.8
CCC(C)c1ccccc1N1CC(C(=O)Nc2ccc(S(=O)(=O)N3CCOCC3)cc2)CC1=O (stereo unspecified) | 0.2 | -2.1 | 4 | -2 | 3.0 | -1.1 | -0.1 | 0 | -1.9 | 4 | -0.7
O=C(NCc1ccc(F)cc1)C1CCN(S(=O)(=O)c2ccc3c(c2)OCCCO3)CC1 | -0.3 | 0.5 | 7 | -8 | -1.6 | -2.2 | 0.2 | 2 | -1.4 | -5 | -1.6

All compounds of this part, repeating the preview:
SMILES | DAX1 inh-1 | DAX1 inh-2 | GC-B act | HGIII-sPLA2 inh | FXN GAA850 act | hgDAF12 agonist | KLK7 zymogen act | SMARCA2 act | hcDAF-12 act | NPR1 activator | ssDAF-12 act
CNCCc1ccccn1 | 0.8 | -0.6 | 4 | 3 | -0.6 | -2.0 | 0.1 | -4 | -0.6 | 2 | -0.8
CCC(C)c1ccccc1N1CC(C(=O)Nc2ccc(S(=O)(=O)N3CCOCC3)cc2)CC1=O (stereo unspecified) | 0.2 | -2.1 | 4 | -2 | 3.0 | -1.1 | -0.1 | 0 | -1.9 | 4 | -0.7
O=C(NCc1ccc(F)cc1)C1CCN(S(=O)(=O)c2ccc3c(c2)OCCCO3)CC1 | -0.3 | 0.5 | 7 | -8 | -1.6 | -2.2 | 0.2 | 2 | -1.4 | -5 | -1.6
COC(=O)c1sccc1NC(=O)CC1C(=O)NCCN1C(=O)c1c(F)cccc1Cl (stereo unspecified) | 1.3 | 0.0 | 0 | -3 | 0.3 | 0.6 | -0.5 | 1 | 0.2 | 0 | -1.7
CC(C)c1nccn1S(=O)(=O)c1cccc([N+](=O)[O-])c1 | 0.5 | -0.3 | -1 | 19* | 1.9 | -0.8 | -0.7 | -4 | 1.3 | 2 | -0.8
CCOc1cc(/C=N/NC(=O)CSc2nncn2C)ccc1OC(=O)c1ccc(Cl)cc1 | -1.2 | -0.5 | -4 | -24 | 0.8 | -1.5 | 0.2 | -2 | -0.6 | 2 | -1.7
COc1ccc(CC(C)Nc2cccc(SC)c2)cc1 (stereo unspecified) | 0.6 | -0.3 | -3 | -4 | 0.2 | 1.5 | 0.1 | -3 | 3.9 | -1 | 0.2
O=C(COc1coc(CN2CCN(c3ccccc3)CC2)cc1=O)NC1CCCCC1 | -1.9 | 0.4 | -3 | 5 | 0.4 | -0.2 | -0.3 | 1 | -1.4 | 0 | -1.0
Cc1cc(C)c2c(c1)cc(C)c1nnc(SCC(=O)Nc3ccc(S(=O)(=O)N4CCCCC4)cc3)n12 | -1.9 | -0.1 | 0 | 1 | -1.6 | 2.1 | 0.1 | 0 | 0.6 | 1 | -1.1
O=C(Cc1cccs1)N[C@@H]1c2ccccc2CC[C@@H]1OCc1ccccc1 | 0.6 | 1.7 | -2 | 11 | -1.6 | -1.8 | 0.1 | -6 | -0.3 | -10 | -0.6
CSc1ccc(CCCCCCOC(=O)C(C)(C)C)cc1 | -0.7 | 0.2 | 1 | 2 | 2.6 | 2.2 | 0.5 | 0 | -1.5 | 1 | -1.4
O=C(Nc1cccc(Cl)c1)Nc1nccs1 | 0.7 | -0.5 | -1 | -3 | 2.9 | 7.3 | -0.7 | -1 | -0.1 | 0 | 0.2
O=C(NCc1cccnc1)c1ccc(Cl)cc1[N+](=O)[O-] | 1.1 | -0.1 | -4 | 2 | 0.1 | -1.2 | -0.4 | 1 | 0.2 | 5 | -0.8
CC(C)C(C)NC(=O)COn1nnc2ccc(S(=O)(=O)N3CCOCC3)cc21 (stereo unspecified) | 0.8 | -1.3 | 4 | 1 | -0.5 | 4.9 | -0.2 | 5 | 0.2 | 0 | -2.0
COc1ccc(/C(C)=N/N=C(N)N)c(O)c1 | -1.9 | -0.4 | -5 | 1 | -1.3 | -1.7 | -0.1 | 1 | -2.1 | -5 | -1.5
CCN(c1ccccc1)S(=O)(=O)c1cccc(C(=O)NCc2ccncc2)c1 | -1.0 | -2.8 | 3 | 2 | -2.8 | -3.9 | 0.1 | -3 | -1.8 | 0 | -0.6
COc1cccc(NC(=O)c2ccc(S(=O)(=O)NCc3cccnc3)cc2)c1 | -2.8 | -1.0 | 0 | -8 | -0.7 | -4.4 | -0.1 | -6 | -2.9 | -1 | -1.5
CCOC(=O)c1ccc(NC(=O)c2cn(CCC#N)nc2-c2ccc3c(c2)OCCO3)cc1 | -0.1 | -0.4 | -2 | -33 | 2.3 | -1.1 | 0.4 | -2 | -3.8 | 2 | -1.4
Cc1ccc2occ(/C=N/NC(=O)[C@@H](N)Cc3ccccc3)c(=O)c2c1 | 5.3* | -0.1 | -3 | -26 | -3.1 | 3.8 | 1.5 | -4 | -0.1 | 1 | -0.8
Cc1c(-c2ccc(OCCN3CCOCC3)cc2)c(=O)oc2ccc3ccccc3c12 | 0.7 | -0.1 | -1 | 2 | 1.4 | -0.7 | -2.4 | -3 | -1.2 | 3 | -1.4
Cc1ccc(CS(=O)(=O)CCC(=O)NCCCN2CCCC2)cc1 | -0.4 | 0.4 | -1 | -3 | 1.9 | 1.1 | 0.1 | 2 | -1.7 | 0 | -1.3
O=C(Cn1nc(C(F)(F)F)c2c1CCCC2)NC1CCCC1 | 2.8 | -0.5 | 1 | 0 | -1.8 | 1.1 | -0.3 | -1 | -0.4 | 3 | -1.6
COC(=O)c1cccc(NC(=O)CN2CCC(NC(=O)c3cc(OC)c(OC)c(OC)c3)CC2)c1 | -1.0 | -1.6 | 2 | 1 | -5.1 | -3.0 | 0.4 | -4 | -2.2 | 7 | -1.6
CCCCCCn1c(CN2CCN(CCO)CC2)nc2c1c(=O)n(C)c(=O)n2C | 0.1 | 0.8 | 1 | -1 | 3.1 | -0.6 | 0.2 | -1 | -1.5 | 3 | -1.0
Cc1ccccc1NC(=S)N1CCCCCC1 | -0.2 | 0.1 | 10 | 6 | 1.6 | -0.8 | 0.2 | -2 | 0.9 | 7 | -1.1
O=C(CSc1ncnc2ccccc12)NCC(=O)c1ccccc1 | 0.3 | 0.5 | 0 | -2 | -0.1 | 2.1 | 0.7 | -2 | -0.6 | -1 | -0.1
Cc1ccc(NC(=O)c2cccc(NC(=O)CC3SC(N4CCCCC4)=NC3=O)c2)nc1 (stereo unspecified) | -0.9 | 0.1 | 1 | -1 | 1.6 | 2.9 | -0.3 | 0 | 5.3 | 0 | 0.6
CCCOc1ccccc1OCC(=O)N1CCN(S(=O)(=O)c2ccc(Cl)cc2)CC1 | -0.7 | -0.4 | -10 | -5 | -0.8 | -2.5 | 0.0 | -1 | -1.0 | -12 | -1.5
NC(=O)c1ccsc1NC(=O)C1CCCCC1 | -0.6 | 0.9 | 4 | 3 | 0.5 | -0.8 | -0.8 | 1 | 2.1 | 0 | -1.1
O=C(NC1CCCCC1)Oc1cc2oc(=O)sc2cc1Br | 1.9 | 0.9 | -4 | 0 | 4.8 | -2.1 | 0.8 | 1 | 0.0 | 7 | -1.2
CCCNC(=O)C[C@@H]1C[C@@H]2c3cc(NS(=O)(=O)c4ccc(OC)cc4)ccc3O[C@@H]2[C@@H](CO)O1 | 1.1 | 0.2 | -2 | 11 | -0.2 | -0.3 | 0.9 | -5 | 0.0 | 3 | -1.0
C=CC(C)(O)CCCC(C)CCCC(C)CCCC(C)C (stereo unspecified) | 0.3 | 0.1 | -1 | 2 | -0.7 | 1.8 | -0.1 | 1 | 0.9 | -3 | -1.6
CCOc1ccc(NC(=O)CN(C)C(=O)c2ccncc2)cc1OCC | 0.8 | -1.0 | 1 | 13 | -0.8 | -1.7 | -0.6 | -2 | 1.6 | 2 | -1.2
Cc1ccc(Sc2nc(C)c([N+](=O)[O-])c(C)c2C#N)cc1 | . | -0.1 | 1 | 0 | 0.8 | 0.5 | 0.1 | -4 | 0.1 | -1 | -0.6
COc1ccc(S(=O)(=O)N(C)C[C@@H]2Oc3cc(C#CC4CCCCC4)ccc3S(=O)(=O)N([C@@H](C)CO)C[C@@H]2C)cc1 | -1.1 | -2.3 | -5 | -31 | -0.7 | 1.1 | -0.5 | -6 | -1.3 | -2 | -1.3
CCCCn1c(N)c(N(CC(C)C)C(=O)CSc2ccc([N+](=O)[O-])cc2)c(=O)[nH]c1=O | -0.6 | -0.9 | 0 | -1 | 1.1 | 2.1 | -0.2 | -1 | -1.0 | -1 | -1.3
CCn1c(NC(=O)Nc2ccccc2OC)nc2ccccc21 | 1.8 | 0.0 | 6 | 0 | -3.8 | 0.0 | 0.2 | 1 | 2.8 | 5 | 0.1
Cc1cnc(C(=O)OCC(=O)N2c3ccccc3CC2C)cn1 (stereo unspecified) | 1.4 | -0.1 | 5 | 2 | 0.2 | 0.8 | 0.2 | -1 | -0.7 | -1 | -1.6
CCc1cccc(CC)c1N(COC)C(=O)Cn1nnc2ccccc21 | -0.4 | 0.6 | -10 | -4 | -1.5 | 0.0 | 0.3 | 0 | -0.9 | -10 | -1.1
Cc1ccc(NC(=O)CN(C)C(=O)c2ccc(COc3ccccc3)cc2)cc1 | 2.0 | -1.9 | 1 | -17 | -0.1 | 3.9 | 0.6 | 0 | 0.9 | 2 | -1.2
Cc1ncc([N+](=O)[O-])n1Cc1cccc2ccccc12 | 0.2 | -0.4 | 0 | 3 | 3.5 | -0.4 | 0.3 | -2 | -2.7 | -2 | -0.8
CC(C)n1nnnc1C1c2ccccc2C(=O)N1CCCn1ccnc1 (stereo unspecified) | . | 0.3 | -1 | 4 | . | -2.0 | -0.1 | 0 | -0.2 | 6 | -0.9
CCCCn1c(=O)[nH]c(=O)c2c1nc(-c1ccncc1)n2CCOC | 0.5 | 0.1 | 6 | 2 | 1.1 | -0.5 | 0.8 | -2 | -0.8 | 2 | -0.7
Cc1ccsc1/C=N/Nc1nc(=O)[nH]nc1C | 2.0 | 2.0 | 6 | 3 | 4.3 | 16* | 0.2 | -3 | 1.6 | 4 | -0.1
O=C(Nc1ccccc1)N1CCCC1 | 0.9 | -0.2 | 4 | 8 | 1.3 | -0.1 | 0.0 | -4 | -1.5 | 0 | -1.3

Screens deposited in PubChem by several laboratories.
